# APEX1 inh: inhibitors of human APE1 endonuclease; P27695; AID 2517; recombinant APE1, TAMRA/BHQ-2 abasic DNA cleavage fluorescence; hit rate 0.35% among 350,000; Potency, µM (series often up to 65.8 µM), without a hit: at the top dose activity change, negative = inhibition, usual class: inhibitors;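 also: potency is read from the fitted curve at half-maximal effect; plate controls were vehicle for no effect and reference inhibitor for full effect; nearly all actives have a fitted effect of over 55% in size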
# Target sequence (P27695 whole entry, looked up): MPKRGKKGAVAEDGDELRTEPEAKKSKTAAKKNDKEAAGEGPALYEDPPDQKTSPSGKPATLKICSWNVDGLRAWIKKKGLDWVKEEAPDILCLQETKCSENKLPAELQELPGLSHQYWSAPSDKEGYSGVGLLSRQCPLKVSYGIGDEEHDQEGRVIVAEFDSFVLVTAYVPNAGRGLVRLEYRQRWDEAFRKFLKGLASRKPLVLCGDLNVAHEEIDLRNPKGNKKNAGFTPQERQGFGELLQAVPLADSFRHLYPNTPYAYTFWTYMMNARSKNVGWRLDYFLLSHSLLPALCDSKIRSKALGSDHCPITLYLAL
#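 APE1 at 0.75 nM final was preincubated with compound 15 min at room temperature, then 50 nM double-stranded THF abasic-site substrate (5'-TAMRA/3'-BHQ-2) was added. Fluorescence (ex 525/em 598 nm) was read kinetically; third-minus-first read gave activity.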
# POLB inh: inhibitors of human DNA polymerase beta | Potency, µM (top dose mostly 114 µM), for inactives: at the top dose activity change, negative = inhibition, usual class: inhibitors | hit rate 1.3% among 340,000 | AID 485314 | P06746 | Pol beta primer extension/strand displacement, fluorescence kinetic; also: potency is read from the fitted curve at half-maximal effect; % is scaled to controls: 0 for no effect and ±100 for the full control effect
#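 Enzyme-only controls used 10 nM Pol beta; buffer lacking enzyme served as negative control. Compound preincubated 15 min, then 50 nM substrate added; 0 and 10 min reads at room temperature.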
# GRP78 ERSR act: ER stress response induction in glioma; U87-MG GRP78 promoter luciferase reporter, 16 h; Potency, µM, for the others: at the highest dose activation, usual class: activators; hit rate 0.02% among 420,000; AID 602332; also: potency is read from the fitted curve at half-maximal effect; series mostly up to about 76 µM; % of control where 0% means no effect; nearly all actives have a fitted effect of over 35% in size
#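 ERSR induction read as luciferase luminescence (Bright-Glo, 10 min at room temperature) in stably transfected human U87-MG glioma cells exposed to compounds for 16 h, using GRP78 as sensor.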
# POLI inh: inhibitors of human DNA polymerase iota; hit rate 1% among 390,000; Q9UNA4; Pol iota fluorescent replication assay, 10 min; Potency, µM (titrated, usually from 115 µM), for inactives: top-dose activity, negative = inhibition, actives largely listed as inhibitors; also: potency is read from the fitted curve at half-maximal effect
# Target sequence (Q9UNA4 whole entry, looked up): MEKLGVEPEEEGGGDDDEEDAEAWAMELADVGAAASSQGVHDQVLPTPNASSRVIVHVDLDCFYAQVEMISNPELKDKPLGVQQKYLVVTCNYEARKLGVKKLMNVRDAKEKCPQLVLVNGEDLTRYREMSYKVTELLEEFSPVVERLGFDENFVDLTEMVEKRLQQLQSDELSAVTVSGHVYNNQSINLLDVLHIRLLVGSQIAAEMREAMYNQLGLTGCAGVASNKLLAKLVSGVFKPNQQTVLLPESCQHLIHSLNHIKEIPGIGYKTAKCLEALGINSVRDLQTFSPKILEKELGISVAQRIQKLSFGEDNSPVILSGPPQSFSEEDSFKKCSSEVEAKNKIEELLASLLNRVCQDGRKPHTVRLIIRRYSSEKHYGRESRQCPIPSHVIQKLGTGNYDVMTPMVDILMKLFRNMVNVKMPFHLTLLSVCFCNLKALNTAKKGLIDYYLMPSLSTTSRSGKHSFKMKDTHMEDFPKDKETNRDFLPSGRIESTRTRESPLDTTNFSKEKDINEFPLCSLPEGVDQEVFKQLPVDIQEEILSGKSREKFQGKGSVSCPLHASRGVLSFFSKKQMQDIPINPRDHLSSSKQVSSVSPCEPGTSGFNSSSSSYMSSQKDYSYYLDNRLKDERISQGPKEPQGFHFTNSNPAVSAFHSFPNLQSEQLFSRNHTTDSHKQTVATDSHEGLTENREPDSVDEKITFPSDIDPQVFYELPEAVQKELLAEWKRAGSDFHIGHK
#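 Fluorescent replication assay read twice, at 0 min and 10 min after adding 50 nM (final) substrate. Enzyme (10 nM) and compounds were first incubated 15 min at room temperature; enzyme-free buffer wells were negative controls.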
# Pol eta inh: inhibitors of human DNA polymerase eta; AID 588591; Potency, µM (doses to about 114 µM), for inactives: at the top dose activity change, negative = inhibition, actives largely listed as inhibitors; hit rate 1.2% among 390,000; Q9Y253; recombinant Pol eta, fluorescent DNA replication assay; also: potency is read from the fitted curve at half-maximal effect; % is scaled to controls: 0 for no effect and ±100 for the full control effect
#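 Pol eta (10 nM) was preincubated with compounds for 15 min at room temperature, after which fluorescent replication substrate (50 nM final) was added to start the reaction. Fluorescence was read kinetically at 0 and 10 min.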
# BLM helicase inh: Bloom syndrome helicase (human) inhibition; P54132; recombinant BLM DNA unwinding, fluorescence dequenching; Potency, µM (highest dose often 56.1 µM), for the others: top-dose activity change, negative = inhibition, actives largely listed as inhibitors; hit rate 0.2% among 350,000; AID 2528;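 also: potency is read from the fitted curve at half-maximal effect; plate controls were vehicle for no effect and no enzyme for full effect; nearly all actives have a fitted effect of over 35% in size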
# Apoferritin bind: candidate novel general anesthetic via apoferritin binding | apoferritin/1-aminoanthracene competitive binding, fluorescence | Potency, µM (titrated, usually from 77.5 µM), without a hit: at the top dose activity change, negative = displacement, most hits filed as inhibitors | hit rate 0.074% among 350,000 | AID 485281; also: potency is read from the fitted curve at half-maximal effect; % is scaled to controls: 0 for no effect and ±100 for the full control effect; nearly all actives have a fitted effect of over 20% in size
#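 Steps: apoferritin (10 uM) was premixed with half-saturated 1-AMA in PBS, compounds were pin-transferred, plates stood 10 min at room temperature, fluorescence was read at 380/535 nm, and curves were fitted with a Hill equation.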
# LDHA inh: LDHA (human) enzyme inhibition | purified LDHA, NADH/diaphorase-resazurin fluorescence; hits give low values | activity change, % (values are at about 110 or 230 µM) | hit rate 0.15% among 480,000; in the data active = activity change below about -30%; inconclusive = mostly about -25% to -30%;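 also: plate controls were DMSO wells for no effect and wells without enzyme for full effect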
#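 LDH5 2 nM; NADH 0.06 mM, pyruvate 0.2 mM; 200 mM Tris pH 7.4, EDTA, Tween-20; 5 min RT. Detection: diaphorase 0.133 mg/mL + resazurin 37 µM, fluorescence ex540/em590 at 0 and 20 min; normalized to enzyme-free and DMSO wells.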
# POLK inh: inhibitors of human DNA polymerase kappa; Q9UBT6; purified Pol kappa, fluorescent DNA synthesis assay, 10 min; Potency, µM (series often up to 107 µM), inactives show top-dose activity, negative = inhibition, hits mostly inhibitors; hit rate 0.53% among 400,000; also: potency is read from the fitted curve at half-maximal effect; % is scaled to controls: 0 for no effect and ±100 for the full control effect
#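 Readout: fluorescence, taken kinetically at 0 and 10 min. Conditions: 10 nM Pol kappa, 15 min RT compound preincubation, 50 nM substrate final. Controls: enzyme-free buffer wells.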
# Active calls of the source: *; ? = inconclusive; . = not tested or not shown; & = joins results of further samples; [ ] = remark or other dose. Unless noted, calls follow the shape of the dose curve; as a rule, active = well fitted curve in the direction sought with a large enough effect; inconclusive = small, poorly fitted or top-dose-only effect, or another doubt; inactive = no such curve, though single readings can be large; an effect the other way counts as inactive or inconclusive. A portion of the library. The share of hits here may be higher or lower than overall.
SMILES,APEX1 inh,POLB inh,GRP78 ERSR act,POLI inh,Pol eta inh,BLM helicase inh,Apoferritin bind,LDHA inh,POLK inh
COCCn1c(SCC(=O)Nc2cc(C)on2)nnc1-c1ccccc1,15%,20%,-2%,20%,3%,-8%,0%,-9,0%
COc1cccc(/C=N/NC(=O)CN2C(=O)NC3NC(=O)NC32)c1 (configuration not stated),-1%,-15%,-4%,20%,-20%,-16%,4%,-6,7%
Cc1cccc(C)c1NC(=O)Nc1ccc(S(N)(=O)=O)cc1,0%,3%,2%,-3%,-13%,-3%,-8%,-16,1%
COc1ccc(N(CC(=O)NCc2ccco2)C(=O)CCC(=O)Nc2nccs2)cc1,7%,6%,-3%,27%,-13%,1%,-3%,-12,-15%
COc1ccc(/C=C(/NC(=O)c2ccc(C)cc2)c2nc3ccccc3[nH]2)cc1OC,3%,33%,-3%,18%,-14%,-1%,57%[activator],2,-3%
CC1CCCN(C(=O)c2cc(N3C(=O)C4C5CCC(C5)C4C3=O)ccc2Cl)C1 (configuration not stated),6%,1%,.,.,.,-1%,-9%,.,.
Cc1ccc(C(=O)Nc2cccc(-c3ccc(N4CCOCC4)nn3)c2)cc1C,41%,.,-2%,29%,-3%,.,.,-5,-6%
Cc1nc2ccc(F)cc2cc1C(=O)NCc1ccco1,-2%,-13%,0%,-8%,-14%,-2%,-12%,-3,-9%
O=C1CCCC2=C1C(c1cn(-c3ccccc3)nc1-c1cccs1)c1c([nH]c(=O)[nH]c1=O)N2 (configuration not stated),0%,-1%,3%,21%,-26%,-7%,-18%,-9,-8%
CCCN=C1NC(=O)C(CC(=O)NCCc2ccccc2)S1 (configuration not stated),2%,-1%,-2%,27%,-2%,-4%,-7%,-5,8%
O=[N+]([O-])c1ccc(COc2ccc(CN3CCOCC3)cc2)cc1,.,.,-6%,8%,-17%,.,.,6,7%
O=C(O)c1ccc(NC(=S)Nc2ccc(S(=O)(=O)Nc3ccccn3)cc2)cc1,.,.,-4%,20%,-1%,.,.,0,-21%
O=C(NCc1ccco1)C1CCCN1S(=O)(=O)c1ccccc1C(F)(F)F (configuration not stated),3%,0%,5%,-14%,-20%,-2%,-12%,2,3%
O=C(Nc1ccc2c(c1)Cc1ccccc1-2)c1ccco1,-1%,8%,3%,12%,-6%,-1%,4%,1,-11%
CC(C)(C)NCc1cccn1-c1sc2c(c1C#N)CCCC2,1%,14%,-4%,4%,-21%,-4%,-11%,-10,-9%
CCc1nnc(NC(=O)c2nc(SC)ncc2Cl)s1,.,4%,-1%,-1%,-18%,-1%,-8%,1&0,9%
Cc1ccccc1OCC(=O)N/N=C1\CCOc2c(C)cccc21,-3%,8%,-1%,28%,-21%,2%,-8%,3,-9%
O=C(COC(=O)C1CC(=O)N(c2ccccc2)C1)c1ccccc1 (configuration not stated),-4%,-1%,-5%,-30%,-8%,2%,-1%,-13,8%
COc1ccc(N2CCN(C(=O)CCc3c(C)nc4cc(-c5cccc(F)c5)nn4c3C)CC2)cc1,.,-22%,-7%,3%,-15%,-2%,9%,7,-2%
CCOC(=O)C1(CCCc2ccccc2)CCN(C(=O)C2CCCO2)CC1 (configuration not stated),3%,28%,-1%,50%[activator],0%,0%,-10%,-5,4%
COc1ccc(S(=O)(=O)Nc2cccc(-c3ccc(N4CCCC4)nn3)c2)cc1OC,.,-23%,10%,25%,-21%,-6%,-8%,4,-7%[60.1 µM]
O=C(CSCc1ccccc1)Nc1ccc(S(=O)(=O)Nc2ncccn2)cc1,23%,0%,-4%,?,-5%,-2%,-1%,-1,-27%
COc1ccc(CNC(=S)Nc2cc(C)ccc2C)cc1,?,-10%,-4%,5%,2%,-5%,-22%,-11,-8%
COc1cc(C(=O)NNC(=O)c2n[nH]c3ccccc23)cc(OC)c1OC,8%,.,-3%,25%,-10%,.,.,-2,4%
O=c1[nH]cnc2scc(C3COc4ccccc4O3)c12 (configuration not stated),-3%,-19%,3%,10%,-3%,-3%,?,-4,-14%
COc1cc(NC(C)=O)ccc1NC(=O)c1cc2ccccc2o1,34%,-13%,0%,-16%,-10%,-4%,3%,-11,-11%
CSc1ccccc1-n1nnnc1SCC(=O)NCc1cccs1,-1%,0%,-1%,5%,-12%,2%,-2%,-1,0%
Cc1nc(-c2ccc(Cl)cc2)sc1C(=O)NN,10%,0%,15%,70%[activator],-10%,-3%,27%,-3,5%
COc1cc2c(cc1OC)C(c1ccc(Cl)cc1)CC(=O)N2 (configuration not stated),11%,0%,-6%,14%,-7%,-1%,-4%,-9,-8%
O=C(CCn1c(=O)oc2ccccc21)NCCC1=CCCCC1,-2%,13%,-6%,20%,-5%,0%,7%,1,-6%

# 10 entries out of the list, ordered by count of non-hydrogen atoms, rising.
SMILES,APEX1 inh,POLB inh,GRP78 ERSR act,POLI inh,Pol eta inh,BLM helicase inh,Apoferritin bind,LDHA inh,POLK inh
Cc1nc(-c2ccc(Cl)cc2)sc1C(=O)NN,10%,0%,15%,70%[activator],-10%,-3%,27%,-3,5%
O=c1[nH]cnc2scc(C3COc4ccccc4O3)c12 (configuration not stated),-3%,-19%,3%,10%,-3%,-3%,?,-4,-14%
COc1ccc(CNC(=S)Nc2cc(C)ccc2C)cc1,?,-10%,-4%,5%,2%,-5%,-22%,-11,-8%
COc1cc2c(cc1OC)C(c1ccc(Cl)cc1)CC(=O)N2 (configuration not stated),11%,0%,-6%,14%,-7%,-1%,-4%,-9,-8%
O=C(CCn1c(=O)oc2ccccc21)NCCC1=CCCCC1,-2%,13%,-6%,20%,-5%,0%,7%,1,-6%
O=C(COC(=O)C1CC(=O)N(c2ccccc2)C1)c1ccccc1 (configuration not stated),-4%,-1%,-5%,-30%,-8%,2%,-1%,-13,8%
CCOC(=O)C1(CCCc2ccccc2)CCN(C(=O)C2CCCO2)CC1 (configuration not stated),3%,28%,-1%,50%[activator],0%,0%,-10%,-5,4%
O=C(CSCc1ccccc1)Nc1ccc(S(=O)(=O)Nc2ncccn2)cc1,23%,0%,-4%,?,-5%,-2%,-1%,-1,-27%
COc1ccc(S(=O)(=O)Nc2cccc(-c3ccc(N4CCCC4)nn3)c2)cc1OC,.,-23%,10%,25%,-21%,-6%,-8%,4,-7%[60.1 µM]
COc1ccc(N2CCN(C(=O)CCc3c(C)nc4cc(-c5cccc(F)c5)nn4c3C)CC2)cc1,.,-22%,-7%,3%,-15%,-2%,9%,7,-2%

# (further entries)
SMILES,APEX1 inh,POLB inh,GRP78 ERSR act,POLI inh,Pol eta inh,BLM helicase inh,Apoferritin bind,LDHA inh,POLK inh
COc1cccc(NC(=O)CSc2ncnc3c2oc2ccccc23)c1,-8%,1%,-4%,-3%,-4%,-1%,-6%,1,12%
CCCCC(CC)CN1C(=O)/C(=C/c2ccncc2)SC1=S (configuration not stated),2%,26%,-6%,-1%,-16%,0%,-9%,-6,-11%
O=C1c2ccccc2-c2ccc(C(=O)N3CCCCC3)cc21,1%,-19%,5%,58%[activator],3%,4%,-19%,-2,-22%
O=C(CSc1nnc(CNC(=O)c2cccs2)o1)Nc1ccc(Cl)cc1,46%[activator],42%,-2%,54%[activator],-2%,0%,-13%,-4,2%
O=C(NCC(c1cccnc1)N1CCc2ccccc21)c1cccc(C(F)(F)F)c1 (configuration not stated),.,14%,-2%,15%,-5%,1%,-10%,2,6%
CC(C)=CCCC1=CCC(/C(C)=N/NC(N)=O)CC1 (configuration not stated),-2%,10%,-1%,24%,?,0%,?,-1,-9%
CCc1ccc(C(=O)CN2CCSC2=N)cc1,-9%,-9%,-1%,-2%,-4%,1%,1%,1,-4%
CCn1c(CC(=O)Nc2ccc(F)cc2)nnc1SCC(=O)Nc1nncs1,40%[12.4 µM],-1%,-4%,2%,-3%,0%,-2%,-7,-8%
COc1ccc2[nH]c(C(=O)O)c(CCC(=O)O)c2c1,2%,-24%,1%,-6%,?,-3%,-4%,-1,-22%
Cc1nn(C)c(=O)n1-c1ccccc1,0%,-20%,-4%,?,-1%,-5%,-6%,-2,-10%

# Quoted from above, 2 compounds:
SMILES,APEX1 inh,POLB inh,GRP78 ERSR act,POLI inh,Pol eta inh,BLM helicase inh,Apoferritin bind,LDHA inh,POLK inh
COc1cccc(NC(=O)CSc2ncnc3c2oc2ccccc23)c1,-8%,1%,-4%,-3%,-4%,-1%,-6%,1,12%
CCCCC(CC)CN1C(=O)/C(=C/c2ccncc2)SC1=S (configuration not stated),2%,26%,-6%,-1%,-16%,0%,-9%,-6,-11%

# (listing goes on)
SMILES,APEX1 inh,POLB inh,GRP78 ERSR act,POLI inh,Pol eta inh,BLM helicase inh,Apoferritin bind,LDHA inh,POLK inh
CCC(c1nnnn1Cc1cccs1)N1CCN(c2nc3ccccc3s2)CC1 (configuration not stated),-2%,25%,-1%,-6%,-6%,-8%,7%,-9,-10%
Cc1ccc(Nc2ncc3c(n2)CC(c2ccco2)CC3=O)c(C)c1 (configuration not stated),-6%,-1%,5%,5%,-20%,-8%,?,0,-6%
O=C(CN1CCN(C(=O)c2cccc(F)c2)CC1)Nc1ccccc1F,-1%,0%,-3%,10%,-15%,-4%,-6%,-5,-6%
Cc1nn(C(=O)CCCC(=O)NCc2ccccc2)c2ccccc12,-9%,54%,-5%,5%,-1%,0%,-7%,-1,-12%
CCOc1cc(C2NC(=O)c3ccccc3O2)ccc1OC(C)C (configuration not stated),30%,45%,-1%,23%,-17%,-3%,-6%,-1,-20%
CCN1CCN(CC(=O)Nc2cc(S(=O)(=O)N3CCCCC3)ccc2Cl)CC1,5%,.,2%,-24%,-8%,.,.,?,-15%
CN(CC(=O)NC1CCCCC1)S(=O)(=O)c1cccc2nsnc12,-1%,1%,-4%,4%,4%,-2%,-11%,-15,-4%

# Compound activity from PubChem.
